Bioassay records: PubChem BioAssay, National Center for Advancing Translational Sciences (NCATS)
MBNL1 CUG block: qHTS Assay for Inhibitors of MBNL1-poly(CUG) RNA binding. TR-FRET MBNL1-His/biotin-(CUG)12 binding, 665/545 ratio. Potency, µM (series often up to 57.5 µM), without a hit: at the top dose activity change, negative = inhibition, most hits filed as inhibitors. actives 0.036% (n = 280,000); active means well fitted inhibition curve with a large enough effect in the signal ratio, with a control signal flat, not every such curve was filed as active; inconclusive means small, poorly fitted or top-dose-only effect, or effect the other way, or a change in a side signal; inactive means no such curve, though single readings can be large or run the other way; the % refers to the signal ratio; further: potency means the concentration at half of the fitted maximal effect; on the % scale 0 is the no-effect control and ±100 the full control effect
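TR-FRET readout: Ex 340 nm, 665/545 nm emission ratio, normalized to buffer-only (basal) and MBNL1-(CUG)12 controls. Complex of MBNL1-His with Biotin-(CUG)12, compounds 92 nM–58 uM, incubated 60 min at room temperature.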
KCNH2 3.1 block: qHTS for Inhibitors of KCHN2 3.1: Mutant qHTS. activity change, % (tested at about 1.8 µM). AID 720553, 2013. U2OS KCNH2 3.1, thallium flux FluxOr; active compounds read low. actives 0.95% (n = 340,000);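 active means maximum activity change below -70%; inconclusive means maximum activity change from -70% to -50%; inactive means maximum activity change above -50%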;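 further: thallium influx rate constant from kinetic fluorescence after stimulation buffer; on the % scale 0 is the no-effect control and ±100 the full control effect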
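Measured as rate of thallium-driven FluxOr signal in transduced U2OS cells carrying the 3.1 channel, read kinetically for 2 min upon stimulation; values are rate constants scaled to DMSO control wells.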
CXXC DNA block: qHTS Fluorescence Polarization Assay for Inhibitors of MLL CXXC domain - DNA interaction. MLL-CXXC / FITC-HOXA9 DNA fluorescence polarization. actives 0.037% (n = 290,000). Potency, µM (highest dose often 115 µM), for the others: at the top dose activity change, negative = inhibition, usual class: inhibitors. AID 2662, 2010; active means well fitted inhibition curve with a large enough effect in the polarisation, with a control signal flat, not every such curve was filed as active; inconclusive means small, poorly fitted or top-dose-only effect, or effect the other way, or a change in a side signal; inactive means no such curve, though single readings can be large or run the other way; the % refers to the polarisation; further: potency means the concentration at half of the fitted maximal effect
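Fluorescence polarization: 7 uM MLL-CXXC (stock) preincubated 5 min with compounds, then 50 nM fluorescein-HOX-A9 DNA (stock) added; 30 min ambient. Buffer 50 mM Tris-HCl pH 7.5, 50 mM NaCl, 1 mM DTT, 0.05% BSA.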
TRPV1 agonist: HTS Assay for Compounds that Act as Agonists of the Vanilloid Receptor 1; Transient receptor potential cation channel subfamily V member 1 (Homo sapiens), Q8NER1; TRPV1-expressing cells, Fluo-8 calcium influx, agonist mode; actives 0.19% (n = 320,000); AID 540275, 2011; activation, % at 8.33 µM; in the data active means activation above about 80%; inconclusive means between about 30% and that limit; further: 0% is about no effect
Target sequence (Q8NER1 whole entry, looked up): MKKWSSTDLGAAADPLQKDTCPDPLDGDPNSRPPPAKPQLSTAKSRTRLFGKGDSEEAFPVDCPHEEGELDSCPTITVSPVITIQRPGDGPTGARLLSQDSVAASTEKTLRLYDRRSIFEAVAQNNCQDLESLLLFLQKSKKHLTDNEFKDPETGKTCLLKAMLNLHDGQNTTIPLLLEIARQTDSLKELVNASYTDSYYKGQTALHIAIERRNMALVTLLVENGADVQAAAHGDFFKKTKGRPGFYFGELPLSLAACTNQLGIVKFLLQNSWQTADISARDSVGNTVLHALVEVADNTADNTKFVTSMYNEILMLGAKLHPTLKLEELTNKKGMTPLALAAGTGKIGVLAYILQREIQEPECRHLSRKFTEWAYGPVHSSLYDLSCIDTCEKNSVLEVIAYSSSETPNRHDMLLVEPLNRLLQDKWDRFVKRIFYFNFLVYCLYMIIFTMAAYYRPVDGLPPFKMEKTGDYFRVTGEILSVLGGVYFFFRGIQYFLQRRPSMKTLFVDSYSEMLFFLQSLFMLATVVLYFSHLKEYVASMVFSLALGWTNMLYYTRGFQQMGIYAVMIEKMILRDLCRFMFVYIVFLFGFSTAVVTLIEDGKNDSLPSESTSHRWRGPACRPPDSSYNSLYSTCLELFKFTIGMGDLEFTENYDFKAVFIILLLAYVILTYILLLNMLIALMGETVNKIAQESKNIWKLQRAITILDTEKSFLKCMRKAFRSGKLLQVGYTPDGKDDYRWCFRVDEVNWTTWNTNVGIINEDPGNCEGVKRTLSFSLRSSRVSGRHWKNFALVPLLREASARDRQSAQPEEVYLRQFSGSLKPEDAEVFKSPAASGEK
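Cells expressing TRPV1 were dye-loaded with Fluo-8 and read kinetically: 10 s baseline, 3 min after compound (agonist portion), then 2 min after EC20 capsaicin (allosteric enhancer portion). Calcium-bound dye fluorescence at 480/520 nm.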
KCNH2 WT inh: qHTS for Inhibitors of KCHN2 3.1: Wildtype qHTS | Voltage-gated inwardly rectifying potassium channel KCNH2 (Homo sapiens), Q12809 | U2OS, BacMam KCNH2, thallium flux FluxOr; active compounds read low | activity change, % at 1.84 µM | actives 0.37% (n = 340,000);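 active means maximum activity change below -70%; inconclusive means maximum activity change between -70% and -50%; inactive means maximum activity change above -50%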; further: on the % scale 0 is the no-effect control and ±100 the full control effect
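U2OS cells were transduced with wild-type KCNH2 virus (2.03 x 10^8 / mL) for 4 h at room temperature, then cultured overnight at 37 C. Thallium flux was read with FluxOr dye. Rate constants were normalized to DMSO controls.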
GALK inhibitor: qHTS Assay for Inhibitors of Human Galactokinase (GALK) | P51570 | Purified GALK, Kinase-Glo residual ATP luminescence | Potency, µM (top dose mostly 57.5 µM), for the others: at the highest dose activity change, negative = inhibition, hits mostly inhibitors | actives 0.007% (n = 270,000) | AID 1868, 2009; further: potency means the concentration at half of the fitted maximal effect; on the % scale 0 is the no-effect control and ±100 the full control effect
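GALK at 5 nM final was combined with compound, 35 uM ATP and 100 uM galactose in HEPES pH8.0 with MgCl2 and DTT. The reaction ran one hour at room temperature before luminescent ATP detection.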
ASM inhibitor: Inhibitors of Secretory Acid Sphingomyelinase (S-ASM): qHTS | actives 0.006% (n = 340,000) | placental ASM, HMU-PC fluorogenic substrate, 60 min | Sphingomyelin phosphodiesterase (Homo sapiens), P17405 | Potency, µM (top dose mostly 57.5 µM), for inactives: top-dose activity change, negative = inhibition, most hits filed as inhibitors; further: potency means the concentration at half of the fitted maximal effect
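Steps: dispense placental human ASM, pin compound, wait 10 min at room temperature, add HMU-PC0 substrate at 9 uM final, incubate 60 min at 37 °C, add stop solution raising pH to 10, read fluorescence.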
a7 integrin act: qHTS for Activators of Integrin-Mediated Alleviation for Muscular Dystrophy | alpha7betagal myoblasts, beta-gal FDG fluorescence, 48 h | Potency, µM (series often up to 38.3 µM), for the others: at the highest dose activation, hits mostly activators | actives 0.064% (n = 350,000);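 further: potency means the concentration at half of the fitted maximal effect; 100% = response of the positive control SU9516; nearly all actives have a fitted effect of over 60% in size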
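alpha7betagal+/- myoblasts (passage 13, 250/well) treated 48 h at 37C with compounds at 1:260 dilution of DMSO stock. Lysed, then beta-galactosidase activity read as FDG fluorescence (ex 480/em 540) after 30 min, with pre-read for autofluorescence.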
A-T KAP1 phos: qHTS Assay for Identifying a Potential Treatment of Ataxia-Telangiectasia. […] A-T fibroblasts, KAP-1 phosphorylation AlphaLISA; neocarzinostatin DNA damage 30 min before lysis. Potency, µM (top dose mostly 57.5 µM), inactives show top-dose activation, actives largely listed as activators. actives 0.19% (n = 320,000). AID 485349, 2010; further: potency means the concentration at half of the fitted maximal effect; % of control where 0% means no effect; nearly all actives have a fitted effect of over 45% in size
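hTERT-immortalized A-T patient fibroblasts ([…]), 500 cells/well in OPTI-MEM, 1% FBS, got compounds for 60 min, then NCS for 30 min at 37C. Lysates were then assayed for phospho-KAP-1 by AlphaLISA (anti-pKAP1 donor, anti-KAP1 acceptor beads), 6 hr at 25C.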
FBPA coupling cs: qHTS Assay for Inhibitors of Fructose-1,6-bisphosphate Aldolase from Giardia Lamblia: Coupling assay counterscreen | actives 0.67% (n = 290,000) | activity change, negative = inhibition, % at 58.2 µM, hits read low | coupling enzyme system counterscreen, AmpLite Red fluorescence; in the data active means activity change below about -30%; further: on the % scale 0 is the no-effect control and ±100 the full control effect
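Compounds tested against the coupling enzymes alone at 57.5 uM final; readout was AmpLite Red fluorescence (525/598 nm) after 20 min at RT.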
The depositor's hits bear a star; ? = inconclusive; / = no result given; [ ] = another dose, or the depositor's remark. Unless noted, the call rests on the fitted dose curve; in most records, active means well fitted curve in the direction sought with a large enough effect; inconclusive means small, poorly fitted or top-dose-only effect, or another doubt; inactive means no such curve, though single readings can be large; an effect the other way counts as inactive or inconclusive.

Values run as follows: MBNL1 CUG block | KCNH2 3.1 block | CXXC DNA block | TRPV1 agonist | KCNH2 WT inh | GALK inhibitor | ASM inhibitor | a7 integrin act | A-T KAP1 phos | FBPA coupling cs
> COc1ccc(S(=O)(=O)N(C)C)cc1NC(=O)CCCSc1ccccc1
    0% | -9 | -3% | -5 | 23 | -1% | -8% | -9% | 5% | -1
> Cc1cccc(CC2S/C(=N/c3cccc(C)n3)NC2=O)c1 (stereo not given)
    -18% | -2 | 14% | 4 | -3 | -1% | 0% | 18% | -4% | 2
> Cc1ccc(S(=O)(=O)N(C)c2ccc(OCC(=O)OCc3c(C)noc3C)cc2)cc1
    -5% | 8 | -1% | 6 | 24 | -1% | 5% | 13% | -3% | -2
> Cc1cc(C(=O)CSc2nc3ccccc3o2)c(C)n1CC1CCCO1 (stereo not given)
    -4% | 10 | ? | 30 | -16 | -5% | -1% | -43% | 3% | -1
> Cc1cc(C)c(S(=O)(=O)NCc2ccccn2)cc1C
    -8% | -9 | 15% | 7 | -6 | -7% | -4% | 34% | 13% | 0
> COc1ccc(C(=O)NC(=S)NNC(=O)c2ccc3ccccc3n2)cc1
    2% | -6 | 4% | 3 | -14 | -1% | 11% | -1% | ? | 3
> CCOc1ccc(N2CC(C(=O)NCCN3C(=O)S/C(=C\c4ccc(OC)cc4)C3=O)CC2=O)cc1 (stereo not given)
    ? | / | -1% | 6 | 3 | 2% | -2% | -4% | 3% | 4
> COc1ccccc1NC(=O)N1CCCC1C(=O)NCc1ccccc1F (stereo not given)
    -11% | -3 | -2% | -2 | -6 | -1% | 3% | 27% | 25% | 2
> Cc1cc(-c2nc3c4c5c(sc4[nH]c(=O)n3n2)CCC5)c(C)o1
    1% | -10 | 3% | -1 | 7 | 2% | 0% | 27% | -5% | 0
> COc1ccc(N2C(=O)C(Cl)=C(Nc3ccccc3OC)C2=O)cc1
    ? | -6 | -2% | 13 | -1 | / | -6% | -14% | -4% | 0

Full records as entered above. Order of values: MBNL1 CUG block	KCNH2 3.1 block	CXXC DNA block	TRPV1 agonist	KCNH2 WT inh	GALK inhibitor	ASM inhibitor	a7 integrin act	A-T KAP1 phos	FBPA coupling cs
Cc1cc(C(=O)CSc2nc3ccccc3o2)c(C)n1CC1CCCO1 (stereo not given) is listed with -4%	10	?	30	-16	-5%	-1%	-43%	3%	-1
COc1ccc(S(=O)(=O)N(C)C)cc1NC(=O)CCCSc1ccccc1 is listed with 0%	-9	-3%	-5	23	-1%	-8%	-9%	5%	-1

Continuation.
Values run as follows: MBNL1 CUG block | KCNH2 3.1 block | CXXC DNA block | TRPV1 agonist | KCNH2 WT inh | GALK inhibitor | ASM inhibitor | a7 integrin act | A-T KAP1 phos | FBPA coupling cs
> CCCc1ccc(C(=O)O/N=C(\N)c2ccccn2)cc1
    4% | -10 | -7% | 16 | -3 | 18% | 5% | -29% | -2% | 2
> CN1CCc2c(sc3c2c(=O)n(-c2ccc(Cl)cc2)c2nncn32)C1
    ? | -2 | 6% | 0 | 2 | 1% | 3% | 12% | -2% | -1
> CCOC(=O)c1c(C)[nH]c(C(=O)COC(=O)CNC(=O)c2ccccc2Cl)c1C
    -6% | 1 | -4% | -1 | 23 | -1% | -2% | 16% | / | 6
> Cc1cc(C(=O)NNC(=O)c2nn(C)c(=O)c3ccccc23)c(C)o1
    -5% | 4 | 4% | 2 | -1 | 7% | -1% | 0% | -2% | 2
> Clc1ccc(C2CC(c3cccs3)n3ncnc3N2)cc1Cl (stereo not given)
    0% | 1 | 17% | 1 | 0 | -2% | 1% | -7% | 8% | -9
> Cc1nc(CSc2nnc(Nc3cccc(C)c3C)s2)cs1
    -11% | 2 | 2% | 20 | -6 | 2% | 0% | -4% | -7% | 4
> COc1ccccc1NC(=O)Cn1c2ccc(F)cc2c2nc3n(c(=O)c21)CCS3
    5% | 12 | 8% | 3 | -2 | 0% | 35%[activator] | -7% | -3% | -3
> CCOC(=O)C1=C(C)N(CC(C)C)C(=O)/C1=C\c1ccc(OCC(=O)Nc2ccccc2)cc1
    -1% | 10 | 6% | 1 | 0 | / | -11% | -36% | 0% | 2
> O=C(c1nsnc1-c1ccccc1O)N1CCCCC1
    1% | -2 | 3% | -1 | 8 | 2% | 4% | 0% | -12% | 0
> CCN(CC)CCCNC(=S)N(CCCO)Cc1cc2cc3c(cc2[nH]c1=O)OCO3
    4% | 1 | -1% | 1 | -14 | 4% | 65%[activator] | 4% | 30% | -3

Ordered by value in TRPV1 agonist (largest number first): 3 from the list above
smiles	CXXC DNA block	TRPV1 agonist	GALK inhibitor	ASM inhibitor	a7 integrin act
COc1ccc(N2C(=O)C(Cl)=C(Nc3ccccc3OC)C2=O)cc1	-2%	13	/	-6%	-14%
COc1ccc(C(=O)NC(=S)NNC(=O)c2ccc3ccccc3n2)cc1	4%	3	-1%	11%	-1%
Cc1cc(C(=O)NNC(=O)c2nn(C)c(=O)c3ccccc23)c(C)o1	4%	2	7%	-1%	0%

Other compounds follow:
smiles | MBNL1 CUG block | KCNH2 3.1 block | CXXC DNA block | TRPV1 agonist | KCNH2 WT inh | GALK inhibitor | ASM inhibitor | a7 integrin act | A-T KAP1 phos | FBPA coupling cs
COc1ccc2c(=O)c(C(=O)NCCc3ccc(OC)c(OC)c3)c[nH]c2c1 | -5% | 0 | 3% | -1 | 1 | 14% | -2% | -10% | 2% | -7
Cc1c(NS(=O)(=O)c2cc(C(=O)NCCN(C)C)ccc2Cl)c(=O)n(-c2ccccc2)n1C | -9% | 4 | 2% | -3 | 2 | 5% | 2% | 2% | 0% | -2
O=C(COC(=O)/C=C/c1ccc2c(c1)OCO2)NC1CCS(=O)(=O)C1 (stereo not given) | ? | -12 | -9% | 0 | -11 | -1% | 7% | -25% | 3.2µM* | 1
CCOC(=O)C1C(C(=O)OC)=C(c2ccc(OC)cc2)c2ccc(OC)cc2N1S(=O)(=O)C(F)(F)F (stereo not given) | / | 0 | / | / | -6 | / | 1% | 15% | 10% | 2
O=C(NCc1ccccn1)c1cccc(NS(=O)(=O)c2cccc(F)c2)c1 | -8% | -3 | -3% | 0 | -6 | 2% | 6% | -12% | -2% | 2
CCOC(=O)C1C(=O)CC(C)(O)C(C(=O)OCC)C1c1ccc2c(c1)OCO2 (stereo not given) | / | 1 | / | / | -19 | / | 3% | -9% | / | /
COc1ccc(OC)c2c1sc(=NC(=O)CN1C(=O)CCC1=O)n2C | 27% | / | 11% | 1 | / | 3% | / | / | 21% | 0
O=C(NNc1ccc([N+](=O)[O-])cc1[N+](=O)[O-])c1ccco1 | ? | 4 | -7% | 3 | 1 | 17% | -7% | 4% | -8% | 0
CCOC(=O)Cn1c2ccc(F)cc2c2nc(C)sc21 | -11% | 23 | 3% | -2 | 2 | 1% | -3% | 5% | 0% | -11
O=C(Cc1cccc(NC(=O)C2CCN(C(=O)C3CC3)CC2)c1)Nc1cccc(C(=O)N2CCCCC2)c1 | / | 1 | / | / | -21 | / | 5% | 16% | / | /

Next section:
smiles | MBNL1 CUG block | KCNH2 3.1 block | CXXC DNA block | TRPV1 agonist | KCNH2 WT inh | GALK inhibitor | ASM inhibitor | a7 integrin act | A-T KAP1 phos | FBPA coupling cs
Cc1ccc(C)c(N(C(=O)c2csnn2)C(C(=O)NC2CCCCC2)c2ccncc2)c1 (stereo not given) | -8% | -9 | 4% | 0 | -8 | 0% | -4% | 24% | -5% | 1
CCCCn1c(N)c(N(CCOC)C(=O)c2c(-c3ccccc3)noc2C)c(=O)[nH]c1=O | / | -3 | / | 1 | -2 | / | 6% | 18% | 13% | /
COc1ccc(/C=C2/C(=O)N(c3c(F)c(F)c(F)c(F)c3F)N=C2C)cc1 | -7% | -10 | -26% | -2 | 2 | 1% | -1% | 0% | ? | -2
COc1cc(/C=N/Nc2nc3ccccc3s2)ccc1OC(=O)c1ccccc1F | -6% | -24 | 27% | 8 | 6 | -1% | -16% | -2% | -10% | -2
CCOC(=O)CSc1ccc(S(=O)(=O)N(CC)CC)cc1[N+](=O)[O-] | ? | -11 | -1% | 9 | -2 | 1% | 4% | -17% | 0% | 1
